Assay outcomes from PubChem BioAssay.
hIAP act: human IAP activators, primary screen, biochemical, luminescence, uHTS; Intestinal-type alkaline phosphatase (Homo sapiens), P09923; purified human IAP, CDP-Star luminescence, 30 min; stronger effect = higher value; 1 = vehicle-only enzyme, 0 = enzyme-free background; activation factor at 10 µM; 330,000 tested, 0.16% active;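 active means activation factor of the enzyme at least 2-fold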; further: the source names both 10 and 20 µM as test concentration; values of inactives mirror those of a sister screen read the other way
Target sequence (P09923 whole entry, looked up): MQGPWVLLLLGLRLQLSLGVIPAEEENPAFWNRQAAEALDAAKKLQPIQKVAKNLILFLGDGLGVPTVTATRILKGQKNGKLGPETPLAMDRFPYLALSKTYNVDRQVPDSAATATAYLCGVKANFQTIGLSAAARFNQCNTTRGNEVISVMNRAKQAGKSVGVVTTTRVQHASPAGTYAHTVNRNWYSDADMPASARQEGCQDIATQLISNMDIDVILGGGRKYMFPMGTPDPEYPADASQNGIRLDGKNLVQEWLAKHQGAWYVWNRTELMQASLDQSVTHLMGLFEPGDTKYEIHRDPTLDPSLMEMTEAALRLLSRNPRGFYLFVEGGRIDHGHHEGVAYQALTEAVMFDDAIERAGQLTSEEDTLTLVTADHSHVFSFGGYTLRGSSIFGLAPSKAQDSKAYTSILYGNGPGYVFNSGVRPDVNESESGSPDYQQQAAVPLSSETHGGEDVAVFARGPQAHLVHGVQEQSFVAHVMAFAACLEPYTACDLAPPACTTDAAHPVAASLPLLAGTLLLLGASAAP
beta cell repl: inducers of MIN6 beta-cell proliferation, primary screen, ATP luminescence, uHTS; MIN6 cells proliferation, ATPlite luminescence, 48 h; cells starved in 0.2% serum; 100% = growth in 10% serum; 330,000 tested, 0.29% active; AID 2380, 2010; proliferation, % at 10 µM;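 active means compounds whose signal lies at least 3.5 SD above the mean of all wells on their plate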;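 further: 0% = DMSO-treated cells in low-serum medium and 100% = 10% serum control; some compounds called inactive have numbers as strong as hits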
mIAP block: inhibitors of mouse IAP, primary screen, biochemical, luminescence, uHTS; inhibition, % at 10 µM; 330,000 tested, 0.2% active; intestinal alkaline phosphatase [Mus musculus]; purified mouse IAP, CDP-Star luminescence, 30 min;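 active means inhibition of at least 40% at 10 µM in the primary screen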;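 further: plate controls were DMSO with enzyme for no effect and no enzyme wells for full effect; values of inactives mirror those of a sister screen read the other way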
hIAP inh: human IAP inhibitors, primary screen, biochemical, luminescence, uHTS | purified IAP, CDP-Star luminescence, 30 min | AID 2544, 2010 | inhibition, % at 10 µM | Intestinal-type alkaline phosphatase (Homo sapiens), P09923 | 330,000 tested, 0.12% active;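 active means inhibition reaching a set limit with compound at 10 µM in the primary screen, cut at about 35% in these data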;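 further: plate controls were DMSO wells with enzyme for no effect and no-enzyme buffer wells for full effect; values of inactives mirror those of a sister screen read the other way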
A3G deaminase: APOBEC3G DNA deaminase inhibitors, primary screen, biochemical, fluorescence, single-stranded DNA substrate, uHTS; DNA dC->dU-editing enzyme APOBEC-3G (Homo sapiens), Q9HC16; recombinant A3G, ssDNA deamination FAM/TAMRA fluorescence; inhibition, % at 20 µM; 330,000 tested, 0.28% active; AID 493012, 2011;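 active means inhibition of at least 40% at 20 µM, with no more than 30% in the related APOBEC3A deaminase screen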;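 further: plate controls were DMSO wells with A3G for no effect and wells lacking A3G enzyme for full effect; some compounds called inactive have numbers as strong as hits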
SENP1 FRET inh: human SENP1 catalytic domain inhibitors, primary screen, biochemical, FRET, uHTS; Sentrin-specific protease 1 (Homo sapiens), Q9P0U3; recombinant SENP1 catalytic domain, CyPet-SUMO1-YPet FRET cleavage; inhibition, % at 10 µM; 360,000 tested, 0.21% active;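 active means inhibition at least 30% at 10 µM, raw YFP signal under a set limit, fluorescence ratio 0.5 to 1.5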;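 further: 0% = enzyme with DMSO and 100% = no enzyme wells; some results filed as inactive read as strong as hits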
Target sequence (Q9P0U3 419-644 limits assumed): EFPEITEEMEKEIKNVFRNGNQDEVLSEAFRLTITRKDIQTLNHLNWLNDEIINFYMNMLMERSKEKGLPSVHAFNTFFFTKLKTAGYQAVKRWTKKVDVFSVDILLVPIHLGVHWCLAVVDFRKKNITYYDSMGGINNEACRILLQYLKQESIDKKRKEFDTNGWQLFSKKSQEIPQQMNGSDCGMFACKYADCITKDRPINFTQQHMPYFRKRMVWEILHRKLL
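Test system: recombinant human SENP1 catalytic domain, His6-tagged / Medium: pH 8 Tris buffer with EDTA, NaCl, BME, BSA, NP40, catalase / Also added: SUMO1 FRET substrate flanked by Cypet and Ypet, 25 nM / Times: 50 min reaction at room temperature / Signal: FRET, CFP and YFP emission / Control set: no-enzyme low control and enzyme-plus-DMSO high control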
mIAP activ: activators of mouse IAP, primary screen, biochemical, luminescence, uHTS. intestinal alkaline phosphatase [Mus musculus]. muIAP, CDP-Star luminescence, 30 min; stronger effect = higher value; 1 = vehicle-only enzyme signal, 0 = enzyme-free wells. activation factor at 10 µM. 330,000 tested, 0.24% active. AID 2805, 2010;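 active means activation factor of at least 2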; further: the source names both 10 and 20 µM as test concentration; values of inactives mirror those of a sister screen read the other way
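System: Mouse IAP enzyme | Also added: CDP-Star substrate | Dosing: Compounds dispensed in DMSO | Schedule: 30 min enzyme-substrate-compound incubation at room temperature | Technique: Chemiluminescence readout | Control set: DMSO-only wells and no-enzyme negative control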
APOBEC3A inh: APOBEC3A ssDNA deaminase inhibitors, primary screen, selectivity assay for APOBEC3G inhibitor project, biochemical, FAM/TAMRA oligo cleavage fluorescence; recombinant A3A, FAM/TAMRA ssDNA deamination fluorescence; AID 493011, 2011; DNA dC->dU-editing enzyme APOBEC-3A (Homo sapiens), P31941; 330,000 tested, 0.41% active; inhibition, % at 20 µM;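 active means at least 40% inhibition at 20 µM here, with at most 30% in a related deaminase screen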;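 further: plate controls were A3A with DMSO for no effect and wells lacking A3A enzyme for full effect; some results filed as inactive read as strong as hits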
Target sequence (P31941 whole entry, looked up): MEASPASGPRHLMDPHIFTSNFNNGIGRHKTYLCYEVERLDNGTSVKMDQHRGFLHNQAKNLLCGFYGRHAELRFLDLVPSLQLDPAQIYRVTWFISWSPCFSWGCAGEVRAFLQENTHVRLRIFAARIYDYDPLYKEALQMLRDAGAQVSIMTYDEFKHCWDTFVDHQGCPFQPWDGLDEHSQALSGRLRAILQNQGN
NLRP3 yeast inh: NALP3 inflammasome inhibitors in reconstituted yeast, primary screen, luminescence, uHTS; Yeast reconstituted NLRP3/ASC/caspase-1, beta-gal luminescence, 24 h; inhibition, % at 10 µM; AID 2825, 2010; 330,000 tested, 0.39% active;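 active means inhibition of 50% or more; inactive means inhibition below 50%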;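 further: plate controls were induced DMSO wells for no effect and uninduced yeast grown without galactose for full effect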
Numbers without * were called inactive. An excerpt. The share of hits here may be higher or lower than overall.

How did S=c1nccc(-c2cccs2)[nH]1 do in these assays?
hIAP act: 0.966; beta cell repl: -3.1; mIAP block: 1.1; hIAP inh: 3.4; A3G deaminase: -3.9; SENP1 FRET inh: 0.6; mIAP activ: 0.989; APOBEC3A inh: -1.5; NLRP3 yeast inh: -10.8

Results for CC(C)(CNC(=O)c1ccc(S(=O)(=O)Nc2ccc(Cl)cc2)cc1)N1CCOCC1 ?
hIAP act: 0.994; beta cell repl: -3.6; mIAP block: 8.2; hIAP inh: 0.6; A3G deaminase: -6.3; SENP1 FRET inh: 0.9; mIAP activ: 0.918; APOBEC3A inh: -3.1; NLRP3 yeast inh: 15.7

Results for CCOc1cc(/C=N/O)ccc1OCc1ccccc1F ?
hIAP act: 0.954; beta cell repl: 1.3; mIAP block: 1.3; hIAP inh: 4.6; A3G deaminase: -2.2; SENP1 FRET inh: 0.8; mIAP activ: 0.987; APOBEC3A inh: 1.4; NLRP3 yeast inh: 36.0

Results for Cn1c(O)c(N=Nc2ccc(F)cc2)c2ccccc21 ?
hIAP act: 0.854; beta cell repl: 6.1; mIAP block: 14.6; hIAP inh: 14.6; A3G deaminase: -5.3; SENP1 FRET inh: 1.4; mIAP activ: 0.854; APOBEC3A inh: 5.3; NLRP3 yeast inh: 20.3

How did S=c1[nH]nc(COc2ccc(Cl)cc2)n1Cc1ccccc1 do in these assays?
hIAP act: 1.41; beta cell repl: -2.5; mIAP block: 4.8; hIAP inh: -40.9; A3G deaminase: -2.9; SENP1 FRET inh: 2.5; mIAP activ: 0.952; APOBEC3A inh: -3.7; NLRP3 yeast inh: 15.2

What do the screens show for `Cc1ccc(S(=O)(=O)NCCc2nnc3ccc(SCC(=O)Nc4nc(C)cs4)nn23)cc1`?
hIAP act: 1.05; beta cell repl: -0.5; mIAP block: 3.7; hIAP inh: -5.0; A3G deaminase: 1.0; SENP1 FRET inh: -1.8; mIAP activ: 0.963; APOBEC3A inh: 2.0; NLRP3 yeast inh: 17.9

What do the screens show for `CC(C)(C)NC(=S)N/N=C/c1cccnc1`?
hIAP act: 1.59; beta cell repl: -0.6; mIAP block: 11.1; hIAP inh: -59.0; A3G deaminase: -2.7; SENP1 FRET inh: 0.3; mIAP activ: 0.889; APOBEC3A inh: -2.6; NLRP3 yeast inh: 4.4

What do the screens show for `O=C(O)CCN(Cc1ccccc1)S(=O)(=O)c1c(Cl)cccc1Cl`?
hIAP act: 1.07; beta cell repl: -0.5; mIAP block: -4.8; hIAP inh: -6.6; A3G deaminase: -7.6; SENP1 FRET inh: 1.0; mIAP activ: 1.05; APOBEC3A inh: -4.8; NLRP3 yeast inh: 9.0

Results for Cc1nnc(NC(=O)COc2ccccc2)s1 ?
hIAP act: 0.844; beta cell repl: -1.3; mIAP block: -2.2; hIAP inh: 15.6; A3G deaminase: -5.5; SENP1 FRET inh: 1.3; mIAP activ: 1.02; APOBEC3A inh: -2.2; NLRP3 yeast inh: 12.9

What do the screens show for `O=C(c1ccc2c(c1)N(Cc1ccc(F)cc1)CCS2)N1CCOCC1`?
hIAP act: 1.03; beta cell repl: -0.4; mIAP block: -12.9; hIAP inh: -3.5; A3G deaminase: 0.9; SENP1 FRET inh: 0.7; mIAP activ: 1.13; APOBEC3A inh: -0.2; NLRP3 yeast inh: 18.7

Results for O=C(CCl)Nc1cccc2ncccc12 ?
hIAP act: 0.841; beta cell repl: -3.0; mIAP block: -1.3; hIAP inh: 15.9; A3G deaminase: -4.0; SENP1 FRET inh: -32.7; mIAP activ: 1.01; APOBEC3A inh: -2.2; NLRP3 yeast inh: 0.3

Results for C=CC[C@@H](CC(=O)N[C@H](CO)Cc1ccccc1)C(=O)N[C@@H](COC(=O)[C@@H](CC=C)CC(=O)OC(C)(C)C)Cc1c[nH]c2ccccc12 ?
hIAP act: 1.18; beta cell repl: -3.7; mIAP block: -9.9; hIAP inh: -17.5; A3G deaminase: 6.5; SENP1 FRET inh: -0.5; mIAP activ: 1.1; APOBEC3A inh: -0.7; NLRP3 yeast inh: 26.2

Results for NC(=O)CC(NC(=O)c1ccccc1)c1ccc(N2CCC(Cc3ccccc3)CC2)c([N+](=O)[O-])c1 (stereo not given) ?
hIAP act: 0.906; beta cell repl: -8.8; mIAP block: 10.0; hIAP inh: 9.4; A3G deaminase: -8.7; SENP1 FRET inh: 0.2; mIAP activ: 0.9; APOBEC3A inh: -0.2; NLRP3 yeast inh: 9.9

Results for COc1ccccc1NS(=O)(=O)c1cc(NC(=O)C(C)C)ccc1N1CCCCC1 ?
hIAP act: 1; beta cell repl: -3.9; mIAP block: -27.8; hIAP inh: -0.4; A3G deaminase: 20.9; SENP1 FRET inh: 0.1; mIAP activ: 1.28; APOBEC3A inh: 1.7; NLRP3 yeast inh: 11.0

How did CCOC(=O)c1ccc(NC(=O)C2CC2)cc1 do in these assays?
hIAP act: 0.985; beta cell repl: -3.5; mIAP block: -0.6; hIAP inh: 1.5; A3G deaminase: -3.9; SENP1 FRET inh: -1.9; mIAP activ: 1.01; APOBEC3A inh: 6.8; NLRP3 yeast inh: 10.6

What do the screens show for `CCCNc1cc(C)c(C#N)c2nc3ccccc3n12`?
hIAP act: 1.21; beta cell repl: -1.3; mIAP block: -14.6; hIAP inh: -21.3; A3G deaminase: -3.2; SENP1 FRET inh: -23.2; mIAP activ: 1.15; APOBEC3A inh: -2.0; NLRP3 yeast inh: 4.1

What do the screens show for `CCCCNC(=O)NNC(=O)c1cc(C)on1`?
hIAP act: 0.932; beta cell repl: 1.1; mIAP block: 10.7; hIAP inh: 6.8; A3G deaminase: -0.9; SENP1 FRET inh: 0.1; mIAP activ: 0.893; APOBEC3A inh: 1.5; NLRP3 yeast inh: 8.5

What do the screens show for `CCN(CC)CCCC1(CN)OCCc2ccccc21` (stereo not given)?
hIAP act: 1.03; beta cell repl: 8.4*; mIAP block: 7.6; hIAP inh: -3.0; A3G deaminase: -4.0; SENP1 FRET inh: -2.4; mIAP activ: 0.924; APOBEC3A inh: -2.3; NLRP3 yeast inh: 14.9

Results for Cc1nnc(SCC(=O)Nc2cccc(Br)c2)s1 ?
hIAP act: 1.01; beta cell repl: -2.4; mIAP block: -8.2; hIAP inh: -0.6; A3G deaminase: -3.6; SENP1 FRET inh: 0.5; mIAP activ: 1.08; APOBEC3A inh: 1.1; NLRP3 yeast inh: 0.1

What do the screens show for `O=C(O)/C=C/C(=O)Nc1ccc(Cl)cc1C(=O)c1ccccc1`?
hIAP act: 1.06; beta cell repl: -1.5; mIAP block: -2.4; hIAP inh: -6.3; A3G deaminase: -1.7; SENP1 FRET inh: -6.0; mIAP activ: 1.02; APOBEC3A inh: 10.7; NLRP3 yeast inh: 10.3

Results for COc1ccc2c(CC(=O)OCC(=O)Nc3ccc(C)cc3)coc2c1 ?
hIAP act: 0.884; beta cell repl: -3.3; mIAP block: 12.6; hIAP inh: 11.6; A3G deaminase: 2.8; SENP1 FRET inh: 0.0; mIAP activ: 0.874; APOBEC3A inh: 10.6; NLRP3 yeast inh: 20.3

How did CC(=O)Nc1ccc(S(=O)(=O)NCCC(=O)Nc2cc(C)ccn2)cc1 do in these assays?
hIAP act: 0.968; beta cell repl: 1.3; mIAP block: 2.6; hIAP inh: 3.2; A3G deaminase: -6.3; SENP1 FRET inh: 0.3; mIAP activ: 0.974; APOBEC3A inh: -4.0; NLRP3 yeast inh: 11.7

How did Clc1ncc2[nH]cnc2n1 do in these assays?
hIAP act: 0.996; beta cell repl: -2.2; mIAP block: -3.6; hIAP inh: 0.4; A3G deaminase: -0.4; SENP1 FRET inh: 1.2; mIAP activ: 1.04; APOBEC3A inh: 2.4; NLRP3 yeast inh: 12.7

Results for CNC(=O)NNC(=O)c1csc(Cc2c(Cl)sc3ccc(Cl)cc23)n1 ?
hIAP act: 0.859; beta cell repl: 3.0; mIAP block: -1.9; hIAP inh: 14.1; A3G deaminase: -1.3; SENP1 FRET inh: -1.7; mIAP activ: 1.02; APOBEC3A inh: 0.7; NLRP3 yeast inh: 4.3

Results for O=C(NNS(=O)(=O)c1ccc(Br)cc1)c1ccncc1 ?
hIAP act: 0.87; beta cell repl: -0.5; mIAP block: 9.5; hIAP inh: 13.0; A3G deaminase: -3.0; SENP1 FRET inh: 1.0; mIAP activ: 0.905; APOBEC3A inh: 4.6; NLRP3 yeast inh: -1.6

Results for CC(C)[C@H](NC(=O)N1CCn2c1nc1ccccc12)C(=O)NCC1CCCO1 (stereo not given in full) ?
hIAP act: 1.13; beta cell repl: 1.1; mIAP block: -4.1; hIAP inh: -12.6; A3G deaminase: -9.5; SENP1 FRET inh: 1.0; mIAP activ: 1.04; APOBEC3A inh: -5.2; NLRP3 yeast inh: -0.9

How did N#Cc1c(NC(=O)c2cccc(S(=O)(=O)Nc3ccc(C(=O)O)cc3)c2)sc2c1CCCC2 do in these assays?
hIAP act: 1; beta cell repl: -0.9; mIAP block: 12.9; hIAP inh: 0.0; A3G deaminase: -0.8; SENP1 FRET inh: -6.1; mIAP activ: 0.871; APOBEC3A inh: 8.0; NLRP3 yeast inh: 13.2

Results for O=C(CSc1nc2ccccc2c(=O)n1-c1ccc(F)cc1)Nc1ccc(N2CCOCC2)cc1 ?
hIAP act: 0.862; beta cell repl: -0.1; mIAP block: -2.1; hIAP inh: 13.8; A3G deaminase: -10.2; SENP1 FRET inh: 0.2; mIAP activ: 1.02; APOBEC3A inh: -1.7; NLRP3 yeast inh: 0.2

How did CCN(C[C@H]1N[C@@](Cc2ccccc2)(C(=O)OC)[C@H]2C(=O)N(C)C(=O)[C@@H]12)C(=O)Nc1ccc(C)cc1 do in these assays?
hIAP act: 1.13; beta cell repl: 0.2; mIAP block: -18.1; hIAP inh: -12.6; A3G deaminase: -8.8; SENP1 FRET inh: -0.9; mIAP activ: 1.18; APOBEC3A inh: -3.1; NLRP3 yeast inh: 9.6

Results for COc1ccc(CCNC(=O)CN2C(=O)NC(c3ccccc3)(c3ccccc3)C2=O)cc1 ?
hIAP act: 1.08; beta cell repl: -4.5; mIAP block: -20.6; hIAP inh: -7.6; A3G deaminase: -9.7; SENP1 FRET inh: 1.8; mIAP activ: 1.21; APOBEC3A inh: -4.8; NLRP3 yeast inh: -10.6
